Rpn11 block = Rpn11 (human) deubiquitinase inhibition | O00487 | human 26S proteasome, Ub4-pepOG fluorescence polarization; 20S core pre-blocked with epoxomicin | calls only at 20 µM | hit rate 0.59% among 360,000;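 active = inhibition at 20 µM, scaled to each plate's controls, above about 33%, limit read from the data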
NadD block = NadD (S. aureus) enzyme inhibition | purified NadD enzyme, colorimetric absorbance read-out | hit rate 0.78% among 360,000 | inhibition, % at 20 µM; in the data active = inhibition above about 26%; note: some compounds past the cut are filed as inactive
CSN inh = inhibitors of human CSN-mediated cullin deneddylation; AID 651999; inhibition, % at 12.5 µM; hit rate 0.38% among 360,000; Purified CSN, SCF-Nedd8-OG deneddylation, fluorescence polarization; Q92905;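 active = pattern-corrected inhibition above about 35%, with an unprinted fluorescence ratio check between 0.5 and 1.5, limit read from the data, passing the limit was not always enough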;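 note: 0% = enzyme with substrate and 100% = substrate without enzyme; some results filed as inactive read as strong as hits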
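Material: purified human Csn5 enzyme expressed in HEK293T cells / Medium: Tris buffer pH 7.5, NaCl, DTT, Tween-20, trehalose, ovalbumin / Compound dosing: 12.5 µM single point / Schedule: 90 min incubation of compound, enzyme and substrate at room temperature / Signal: fluorescence polarization of the substrate / Control set: no-enzyme wells high, enzyme-with-substrate wells low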
Tb MetRS inh = blocks T. brucei methionyl-tRNA synthetase activity | purified T. brucei MetRS, ATP depletion, Kinase-Glo luminescence | inhibition, % at 11.9 µM | hit rate 0.4% among 360,000 | AID 624268;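 active = inhibition above a per-plate cutoff of the control wells' mean inhibition plus 3 SD, cut at about 5.5% in these data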;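 note: 0% = DMSO wells median and 100% = median of wells with control inhibitor compound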
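Measured by: Kinase-Glo luciferase luminescence reporting remaining unconsumed ATP. Material: purified T. brucei MetRS enzyme. Doses: 11.9 µM compound single dose, 0.9% DMSO. Medium: HEPES buffer containing pyrophosphatase, BSA, spermine, DTT. Times: 15 min preincubation, 2 h reaction, all 25 °C. Reagent: methionine, ATP and bulk E. coli tRNA.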
SUMO1 PPI mod = SUMO1-SIM interaction modulation | P63165 | SUMO1 binding to a labelled peptide, TR-FRET, 1 h | inhibition, % at 20 µM | hit rate 0.33% among 360,000 | AID 602429; in the data active = inhibition above about 37%
Target sequence (P63165 whole entry, looked up): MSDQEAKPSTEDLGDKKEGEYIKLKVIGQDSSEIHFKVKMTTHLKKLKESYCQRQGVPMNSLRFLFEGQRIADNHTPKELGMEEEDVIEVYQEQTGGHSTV
LMPTP inh = blocks human LMPTP phosphatase; P24666; recombinant LMPTP-A, OMFP fluorogenic substrate, fluorescence intensity; inhibition, % at 20 µM; hit rate 0.22% among 360,000; AID 651560;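 active = compounds that cut the enzyme signal by at least half of the control window in the single-dose screen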;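 note: plate controls were DMSO wells with enzyme plus substrate for no effect and substrate without enzyme for full effect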
Target sequence (P24666 whole entry, looked up): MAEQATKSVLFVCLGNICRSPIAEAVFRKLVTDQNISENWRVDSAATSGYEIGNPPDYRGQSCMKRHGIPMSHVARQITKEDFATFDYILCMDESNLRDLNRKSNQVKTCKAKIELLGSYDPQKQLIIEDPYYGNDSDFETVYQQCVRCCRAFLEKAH
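Material: LMPTP-A; amount: 0.625 nM enzyme; doses: single 20 µM dose; times: reaction 50 min, room temperature, dark; technique: fluorescence intensity of OMFP turnover product; benchmarks: no-enzyme and uninhibited controls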
MLLE-PAM2 inh = blocks PAM2 peptide binding to the PABP1 MLLE domain; P11940; AID 588489; GST-MLLE / FITC-PAM2 fluorescence polarization; inhibition, % at 20 µM; hit rate 0.36% among 360,000; in the data active = inhibition above about 35%, passing the limit was not always enough;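 note: plate controls were DMSO wells with GST-MLLE for no effect and wells lacking GST-MLLE protein for full effect; some results filed as inactive read as strong as hits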
Target sequence (P11940 whole entry, looked up, the tested form may be a part): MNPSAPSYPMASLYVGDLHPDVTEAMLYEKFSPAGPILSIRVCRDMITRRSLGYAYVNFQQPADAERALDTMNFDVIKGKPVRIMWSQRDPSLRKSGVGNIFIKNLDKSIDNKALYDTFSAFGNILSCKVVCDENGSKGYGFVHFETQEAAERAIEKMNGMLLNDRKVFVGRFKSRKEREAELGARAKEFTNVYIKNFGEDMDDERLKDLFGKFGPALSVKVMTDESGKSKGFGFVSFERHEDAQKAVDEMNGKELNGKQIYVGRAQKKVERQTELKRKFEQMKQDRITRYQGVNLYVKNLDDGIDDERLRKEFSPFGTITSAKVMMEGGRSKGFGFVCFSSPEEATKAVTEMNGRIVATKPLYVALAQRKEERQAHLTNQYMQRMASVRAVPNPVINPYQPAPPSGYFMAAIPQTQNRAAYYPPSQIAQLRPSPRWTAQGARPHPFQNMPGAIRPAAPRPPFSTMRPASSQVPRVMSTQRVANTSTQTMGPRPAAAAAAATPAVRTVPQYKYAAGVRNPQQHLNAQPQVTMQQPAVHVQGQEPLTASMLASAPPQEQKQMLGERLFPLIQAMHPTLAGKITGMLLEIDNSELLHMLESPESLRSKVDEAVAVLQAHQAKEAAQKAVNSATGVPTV
Scp-1 inhibitor = inhibitors of human Scp-1 phosphatase; Recombinant Scp1, phosphopeptide, malachite green phosphate absorbance; inhibition, % at 20 µM; hit rate 0.88% among 340,000; AID 493091;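 active = inhibition above about 50% at 20 µM, limit read from the data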;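 note: plate controls were DMSO wells with enzyme for no effect and wells lacking enzyme for full effect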
Target sequence (Q9GZU7 76-261 limits assumed): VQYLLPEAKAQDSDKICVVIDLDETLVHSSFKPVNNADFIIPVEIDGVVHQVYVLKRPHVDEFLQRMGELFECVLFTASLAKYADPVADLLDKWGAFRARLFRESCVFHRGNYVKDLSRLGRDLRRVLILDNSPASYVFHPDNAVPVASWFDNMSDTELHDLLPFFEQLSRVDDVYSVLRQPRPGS
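Incubation: 45 min enzyme reaction at room temperature / System: truncated SCP-1 phosphatase (76-261aa) / Reagent: Phospho 17-mer peptide substrate / Buffer or medium: Acidic Tris acetate buffer with magnesium and detergent / Signal: absorbance at 630 nm / Doses: one concentration, 20 µM, with 1.0% DMSO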
STEP inh = inhibitors of human striatal-enriched phosphatase STEP. P54829. recombinant STEP, OMFP fluorogenic substrate, fluorescence. inhibition, % at 20 µM. hit rate 0.25% among 360,000. AID 588621;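 active = inhibition at 20 µM, scaled per plate between control wells, above about 37%, limit read from the data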;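 note: 0% = DMSO with enzyme and substrate and 100% = substrate only without enzyme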
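Assay system: isolated STEP enzyme. Buffer or medium: pH 6.0 Bis-Tris with DTT and Tween 20. Also added: fluorogenic phosphatase substrate OMFP at 25 µM final. Dosing: 20 µM, 1% DMSO. Timing: 20 min reaction, room temperature, in the dark. Measured by: fluorescence intensity, excitation 480 nm, emission 540 nm. Evaluation: normalized % inhibition.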
DNMT1 inh = DNMT1 (human) enzyme inhibition | inhibition (reported as % activation of signal), % at 10 µM | P26358 | hit rate 0.83% among 360,000 | DNMT1 molecular beacon, Hinp1I cleavage, fluorescence; in the data active = inhibition above about 50%
* marks the source's active call; other numbers are inactive results; i = inactive; . = not tested or not shown; + = active, no number.

# | SMILES | Rpn11 block | NadD block | CSN inh | Tb MetRS inh | SUMO1 PPI mod | LMPTP inh | MLLE-PAM2 inh | Scp-1 inhibitor | STEP inh | DNMT1 inh
1 | COc1ccc(N2CCN(C(CNS(=O)(=O)c3ccc(C)cc3)c3ccccc3)CC2)cc1 (stereo not drawn) | i | -6.4 | 4.5 | -0.4 | -3.5 | 0.0 | -3.8 | -1.8 | 0.5 | -2.1
2 | CCN(C(=O)COC(=O)CNS(=O)(=O)c1ccc2ccccc2c1)C1CCCCC1 | i | -1.4 | -1.4 | -0.6 | -7.1 | 1.3 | -14.5 | -4.8 | -1.0 | -1.1
3 | O=S(=O)(c1ccc(Br)cc1)N1CCCC1c1nc2ccccc2s1 (stereo not drawn) | i | -4.0 | -5.0 | -1.4 | 3.8 | 1.9 | -9.9 | -11.6 | -0.3 | -6.0
4 | COc1ccc(-c2nc(N)n(C(=O)c3cccs3)n2)cc1 | i | -1.5 | -1.4 | -0.6 | 3.9 | -0.1 | -4.8 | -0.7 | 0.5 | 0.4
5 | COc1ccc(-n2c(SC)nnc2-c2c[nH]c3ccccc23)cc1 | i | 4.5 | 0.9 | 1.0 | -1.1 | 1.9 | -26.3 | 9.6 | -1.2 | 4.3
6 | O=C(Nc1c(-c2ccc(Cl)cc2)[nH][nH]c1=O)c1ccccc1Cl | i | -0.8 | 5.6 | -0.8 | 5.7 | 0.3 | -7.6 | . | -1.6 | -27.2
7 | O=C(NCC1CCCO1)c1ccc(COCC(F)(F)C(F)F)cc1 (stereo not drawn) | i | -1.7 | 7.4 | -0.1 | -3.1 | -1.6 | -10.2 | -3.0 | 0.9 | 1.9
8 | Cc1cc(N)c(NC2=CC(=O)CC(C)(C)C2)cc1C | + | 0.8 | -5.5 | -0.4 | -1.6 | -0.4 | 3.4 | -7.8 | -1.0 | -1.5
9 | COc1ccc(S(=O)(=O)N2CCOCC2)cc1NC(=O)c1cc(C)oc1C | i | -2.6 | -2.1 | -0.3 | -0.3 | 0.0 | -5.5 | -7.2 | -0.6 | 64.5*
10 | Cc1ccc(N(C)C(=O)c2ccc(CNc3c(N4CCC(C)CC4)c(=O)c3=O)cc2)cc1 | i | -3.2 | 0.8 | -0.8 | -5.4 | 0.3 | 0.7 | -22.1 | -5.5 | 0.0
11 | COc1ccc(CNC(=O)COC(=O)c2ccc(Br)c(S(=O)(=O)N3CCOCC3)c2)cc1 | i | -1.8 | 0.7 | -0.7 | 6.4 | -0.9 | -0.4 | -10.2 | 3.9 | 0.0
12 | O=C(CCN1C(=O)/C(=C\c2ccc(F)cc2)SC1=S)Nc1ccccc1 | i | 8.1 | -8.1 | -0.6 | -0.4 | -0.9 | 4.2 | 6.6 | 2.1 | 11.4
13 | CN(C)c1cccc(C(=O)NN2C(=O)NC3(CCCCC3)C2=O)c1 | i | 0.0 | 0.5 | -0.1 | -1.0 | 0.4 | 3.5 | -3.9 | -0.6 | -2.1
14 | Cc1cc(C(F)(F)F)nc2c(Cl)c(C(C)(C)C)nn12 | i | -4.0 | -2.4 | -0.7 | -1.3 | -1.2 | 9.9 | -10.8 | -0.8 | -2.5
15 | Cc1ccc(SC(=O)COc2ccccc2C)cc1 | i | 12.3 | 8.7 | -0.1 | -3.7 | 1.4 | 34.5 | -12.1 | -1.3 | -3.6
16 | CCCC(=O)N1CCC1(C)C(=O)Nc1ccc(-n2cncn2)cc1 (stereo not drawn) | i | 3.1 | -0.1 | -0.4 | 1.0 | -1.7 | 3.0 | . | -0.9 | 5.7
17 | O=C(CCCn1cc([N+](=O)[O-])cn1)Nc1cccnc1 | i | -0.2 | -1.7 | 0.0 | -5.2 | -0.7 | 6.9 | -10.4 | -1.4 | 0.3
18 | O=C(NCc1nc2ccccc2[nH]1)C1=C[C@H](c2ccccc2)C[C@H](OCCCCO)O1 | i | -2.7 | 0.0 | 39.1* | -8.1 | 0.4 | 14.3 | -2.7 | -0.7 | -0.8
19 | Cc1csc(NC(=O)[C@@H]2CCCN2C(=O)c2cccs2)n1 | i | -3.0 | 1.5 | -0.2 | 7.1 | -1.8 | 7.4 | 30.8 | -1.9 | 2.4
20 | CCN(CC)c1ncnc2c1ncn2[C@H]1CN(Cc2ccccc2)C[C@@H](COC(C)=O)O1 | i | -1.6 | 1.8 | -0.1 | -1.0 | 0.3 | -15.3 | . | 2.8 | 15.0
21 | Cc1nn(C)c(C)c1NS(=O)(=O)c1ccc(N2CCCC2=O)cc1 | i | -1.1 | -1.5 | 1.2 | 0.7 | -1.7 | -2.4 | 4.8 | -1.3 | 0.6
22 | CCCCOc1ccc(CN2CCSCC2)cc1 | i | -4.9 | 2.6 | -0.9 | 3.3 | -1.7 | 13.9 | -1.9 | 1.9 | 0.5
23 | O=C(CC(c1ccco1)C1CCCCC1=O)c1ccco1 (stereo not drawn) | i | -2.4 | 5.5 | -0.5 | 2.5 | -0.5 | 3.1 | 3.6 | -3.9 | 11.7
24 | COc1ccc(N(CC(=O)NCCSCc2c(F)cccc2Cl)S(C)(=O)=O)cc1OC | i | -0.9 | 1.2 | 0.2 | 1.8 | -0.5 | 1.9 | -2.8 | 3.3 | -3.4
25 | O=C1CC(CSc2ccc(Cl)cc2)=NN1 | i | -0.7 | -0.7 | 0.2 | 2.5 | 0.0 | -13.3 | -22.6 | -2.2 | -13.2
26 | COc1cccc(/C=N/NC(=O)CO/N=C(\C)c2cccs2)c1OC | i | 0.3 | -0.7 | -0.1 | -4.9 | 0.6 | 17.6 | -6.3 | -0.2 | -1.1
27 | O=C(Nc1ncc(Cc2cccc(C(F)(F)F)c2)s1)c1ccc(-c2cccc([N+](=O)[O-])c2)o1 | i | 23.7 | 3.2 | -0.3 | -0.7 | -0.5 | 7.8 | -0.9 | 2.3 | -7.1
28 | Cc1ccc(-c2nnc3sc(-c4ccncc4)nn23)cc1 | i | -0.8 | 1.7 | 0.8 | -7.9 | -1.1 | -26.8 | -6.8 | 1.9 | 0.4
29 | Cc1cc(C(C)(C)C)oc1C(=O)Nc1ccc(CC(=O)O)cc1 | i | -5.9 | -0.1 | -0.9 | 0.3 | 0.3 | -19.0 | 0.5 | -2.7 | -0.5
30 | CCOC(=O)C1=C(c2ccccc2)NC(=O)NC1c1ccc(OC)c(OC)c1 (stereo not drawn) | i | 3.8 | 3.0 | 0.2 | -0.2 | -1.2 | 9.4 | -3.7 | 1.2 | 1.3
31 | CSCCC(NS(=O)(=O)/C=C/c1ccccc1)C(=O)NCCc1ccc(S(N)(=O)=O)cc1 (stereo not drawn) | i | -3.4 | -6.2 | -1.2 | -1.2 | 3.3 | 5.8 | 1.3 | -0.3 | 3.7
32 | C=CCSc1nccc(=O)[nH]1 | i | -5.9 | 0.9 | 0.7 | 0.2 | -0.5 | 19.0 | -7.8 | -2.9 | -1.0
33 | CC1(C(=O)NS(=O)(=O)c2cccc(Cl)c2)CCN1C(=O)Cc1ccc(Cl)cc1Cl (stereo not drawn) | i | -0.4 | 3.6 | -0.2 | 5.2 | -1.2 | -12.7 | . | -2.1 | -0.1
34 | Cc1ccc(NC(=O)CSCC(=O)NCc2ccco2)cc1 | i | -3.9 | -4.7 | -0.5 | 7.3 | 0.4 | -9.2 | -5.8 | 1.1 | -0.5
35 | CCC1(C)Cc2c(sc3nc(SC)n(Cc4ccccc4)c(=O)c23)CO1 (stereo not drawn) | i | -5.7 | 3.0 | -0.6 | -1.1 | 2.2 | -10.8 | -11.3 | 1.7 | -3.7
36 | CC(C)N1C(=O)NC2NC(=O)N(C(C)C)C21 (stereo not drawn) | i | -3.2 | -3.9 | -1.2 | 2.2 | -1.2 | 3.4 | . | -0.6 | 5.3
37 | O=C(CCNC(=O)c1ccc(Cl)cc1)Nc1ccncc1 | i | 1.5 | -1.6 | -0.2 | -3.8 | -1.0 | 7.1 | -6.8 | -0.3 | 0.1
38 | COc1ccc(-c2oc3cc(OC(C)=O)cc(OC(C)=O)c3c(=O)c2OC)cc1 | i | 0.0 | 0.1 | -0.1 | -15.9 | 1.6 | -5.6 | -15.2 | 0.9 | 1.9
39 | CC(C)c1ccc(OCC(=O)NN2C(=O)c3ccccc3C2=O)c(Br)c1 | i | -11.4 | 4.3 | -0.1 | -3.5 | 3.3 | 7.8 | -18.1 | 2.1 | -0.7
40 | O=C(COc1cc2oc(=O)c3c(c2cc1Cl)CCC3)NCc1ccccn1 | i | -4.2 | 4.2 | -0.3 | 0.9 | -1.0 | 4.7 | -0.9 | -0.2 | -18.1
41 | COc1cc2c(cc1OC)C(c1cc3cc4c(cc3[nH]c1=O)OCO4)N(C(=O)C1CC1)CC2 (stereo not drawn) | i | 5.2 | 2.8 | -0.9 | 0.5 | -1.7 | -0.4 | 1.5 | 3.2 | 1.2
42 | CCOc1ccc(N(C(=O)c2ccc(S(=O)(=O)N3CCCC3)cc2)C2C=CS(=O)(=O)C2)cc1 (stereo not drawn) | i | 1.0 | 0.9 | 0.0 | -0.4 | -1.2 | 2.0 | -7.3 | -1.8 | -4.7
43 | COc1ccc2nc(-c3ccc(Cl)cc3)cc(C(=O)O)c2c1 | i | -5.7 | 3.9 | -0.2 | -11.5 | -1.5 | -0.9 | 4.5 | 0.0 | -5.5
44 | Cc1ccc([C@@H]2CC(=O)[C@@H]3CN(S(=O)(=O)c4ccc(C)cc4)[C@H](c4cccc(Cl)c4)C[C@@H]3N2S(=O)(=O)c2ccc(Cl)cc2)cc1 | i | 20.6 | 1.4 | 0.1 | 3.8 | 0.2 | 3.0 | . | 1.2 | 13.9
45 | COc1ccc(N2CCN(C(=O)NC3CCCCC3)CC2)cc1 | i | 2.2 | -1.9 | -1.3 | -0.3 | -1.9 | -1.8 | 0.3 | -3.7 | 0.7
46 | COc1ccc2nc(N/C(=N/S(=O)(=O)c3cccs3)c3ccccc3Cl)sc2c1 | i | 6.9 | -1.8 | -0.7 | 3.1 | 1.1 | 8.2 | 2.6 | -0.7 | 2.5
47 | CN(C)CCN(Cc1ccco1)S(=O)(=O)c1csc(C(N)=O)c1 | i | -3.7 | -2.1 | 0.1 | 1.3 | -3.3 | 7.8 | -2.5 | 1.7 | 3.5
48 | Cc1ccc(NC(=O)Nc2ccc3c(c2)OCO3)c(Br)c1 | i | -4.8 | 1.3 | -0.4 | 4.4 | 0.5 | -1.2 | -11.6 | 1.3 | 6.6

Source: PubChem BioAssay
